# M18AAP inhibitor = PfM18AAP enzyme inhibition; recombinant PfM18AAP, H-Glu-NHMec fluorogenic cleavage; inhibition, % at 7.35 µM; 290,000 compounds, 1.2% hits; AID 1822;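 active means inhibition above the campaign mean inhibition over all tested compounds plus 3 SD, cut at about 28% in these data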;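 further: 0% = plate median of test compound wells and 100% = 2 mM ZnCl2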
# pCIP destab = lowers stability of the mouse p/CIP coactivator protein; AID 1984; decrease of EGFP signal, % at 10 µM; Q05BA5; F442A p/CIP-EGFP cells, EGFP fluorescence, 16 h; 290,000 compounds, 0.01% hits;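 active means EGFP signal decrease of at least 30% at 10 µM or well 3 SD below plate mean, unless failing retest; inactive means the rest, including hits failing retest or dose response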; further: some compounds called inactive have numbers as strong as hits; many of its hits are not listed in these tables
# PHOSPHO1 block = PHOSPHO1 (human) inhibition | Q8TCT1 | recombinant PHOSPHO1, absorbance phosphatase assay | inhibition, % at 13.3 µM | 290,000 compounds, 1.1% hits | AID 1565; in the data active means inhibition above about 60%
# NALP1 yeast inh = inhibitors of NALP1 inflammasome in yeast. S. cerevisiae NALP1/ASC/caspase-1 growth, X-gal OD620, 72 h. inhibition, % at 10 µM. 280,000 compounds, 0.61% hits. AID 2071; in the data active means inhibition mostly above about 24%, no sharp cut-off; inactive means mostly below about 32%; further: some compounds called inactive have numbers as strong as hits
# IDE cell activ = activators of human insulin-degrading enzyme in cells. 340,000 compounds, 0.073% hits. AID 493087. HEK cells, FAbeta-B cleavage, fluorescence polarization; 0% vehicle, 100% cell-free pure enzyme wells. activation, % at 5.96 µM;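 active means activation above the mean of all tested compounds plus 3 SD, set per screening campaign, cut at about 17% in these data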
# Target sequence (P14735 whole entry, looked up): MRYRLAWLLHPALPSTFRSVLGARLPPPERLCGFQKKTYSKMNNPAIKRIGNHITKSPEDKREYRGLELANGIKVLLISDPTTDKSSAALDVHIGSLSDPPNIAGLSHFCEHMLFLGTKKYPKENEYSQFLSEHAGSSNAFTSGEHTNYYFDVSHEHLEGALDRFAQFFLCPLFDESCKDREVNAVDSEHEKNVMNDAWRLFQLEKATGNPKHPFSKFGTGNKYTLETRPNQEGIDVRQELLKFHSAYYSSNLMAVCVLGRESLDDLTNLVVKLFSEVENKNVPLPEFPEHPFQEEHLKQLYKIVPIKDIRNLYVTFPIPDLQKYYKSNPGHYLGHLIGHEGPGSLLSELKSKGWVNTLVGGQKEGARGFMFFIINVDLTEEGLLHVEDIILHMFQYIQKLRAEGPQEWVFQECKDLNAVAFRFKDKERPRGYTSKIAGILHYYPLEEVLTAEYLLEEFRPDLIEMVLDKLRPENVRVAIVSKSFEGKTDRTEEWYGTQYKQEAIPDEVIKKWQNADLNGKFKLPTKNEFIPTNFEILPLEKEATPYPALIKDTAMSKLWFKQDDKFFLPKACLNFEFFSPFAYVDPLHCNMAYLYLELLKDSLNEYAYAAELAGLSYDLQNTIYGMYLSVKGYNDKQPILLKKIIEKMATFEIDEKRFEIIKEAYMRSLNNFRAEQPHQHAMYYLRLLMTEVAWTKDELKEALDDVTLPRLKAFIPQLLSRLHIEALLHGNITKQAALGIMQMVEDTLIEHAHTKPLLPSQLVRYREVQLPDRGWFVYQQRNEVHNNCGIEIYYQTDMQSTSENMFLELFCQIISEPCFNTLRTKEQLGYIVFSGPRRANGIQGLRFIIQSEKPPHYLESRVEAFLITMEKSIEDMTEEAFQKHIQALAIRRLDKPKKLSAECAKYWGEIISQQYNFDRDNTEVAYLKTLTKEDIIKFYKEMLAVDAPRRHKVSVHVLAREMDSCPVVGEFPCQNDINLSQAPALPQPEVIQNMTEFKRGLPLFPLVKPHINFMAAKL
# VIM-2 inh = inhibitors of Pseudomonas aeruginosa VIM-2 metallo-beta-lactamase. purified VIM-2, nitrocefin hydrolysis, epi-absorbance fluorescence. AID 1527. inhibition, % at 5.6 µM. 290,000 compounds, 0.89% hits;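 active means inhibition above the mean of all tested compounds plus 3 SD, cutoff set per screening run, cut at about 7.5% in these data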;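 further: red hydrolysis product quenches plate fluorescence so inhibitors raise well fluorescence; 0% = enzyme with DMSO and 100% = DMSO without enzyme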
# IDE inh = cellular human IDE inhibition | P14735 | HEK cells, FAbetaB cleavage, fluorescence polarization | inhibition, % at 5.59 µM | 320,000 compounds, 0.41% hits;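 active means percent inhibition above the average of all tested compounds plus 3 SD, set per screening campaign, cut at about 16% in these data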;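 further: IDE supplied by intact live HEK cells; FP after avidin binding of uncleaved biotin substrate so inhibition keeps polarization high; 0% = DMSO wells and 100% = 60 µM reference IDE inhibitor Ii1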
# IMP-1 inh = inhibitors of Pseudomonas aeruginosa IMP-1 metallo-beta-lactamase. purified IMP-1, nitrocefin hydrolysis, epi-absorbance fluorescence. inhibition, % at 5.6 µM. 290,000 compounds, 0.45% hits;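 active means inhibition above the mean plus 3 SD of all compounds in the same screening run, cut at about 4.5% in these data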;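 further: 0% = IMP-1 with DMSO and 100% = DMSO wells lacking enzyme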
#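 Assay system: purified IMP-1; Quantity: IMP-1 0.2 nM before substrate addition; Medium: HEPES buffer pH 7.1 with ZnSO4 and Brij 35; Incubation: 15 min enzyme–compound preincubation, then 25 min nitrocefin reaction, 25 °C; Signal: fluorescence quenching readout, ex 480/em 530 nm; Controls: DMSO with and without IMP-1; Repeats: singlicate testing.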
# GPR7 antagonist = blocks human GPR7 receptor signaling | 290,000 compounds, 1.1% hits | P48145 | GPR7-expressing cells, fluorescence antagonist assay | inhibition, % at 4.4 µM; in the data active means inhibition above about 16%, passing the limit was not always enough;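 further: cells stimulated with the agonist NPW; 0% = agonist with vehicle and 100% = vehicle without agonist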
# The depositor's hits bear a star; . = no result given. Compounds were not picked by outcome (roughly 5.3% active in at least one column).
PHOSPHO1 block,IMP-1 inh,GPR7 antagonist,molecule,NALP1 yeast inh,M18AAP inhibitor,IDE inh,IDE cell activ,VIM-2 inh,pCIP destab
14,-2.6,-10,Cc1ccc(NC(=O)C2CCCN(S(=O)(=O)c3cnc[nH]3)C2)cc1C (stereo unspecified),28,4,3,6,-2.3,-7
27,-6.2,1,c1ccc2c(c1)CCN(C1=Nc3cccc4cccc1c34)C2,12,1,.,-1,-2.5,-22
23,-2.8,-14,COc1ccc(C(c2sc3nc(C)nn3c2O)N2CCN(CCO)CC2)cc1OC (stereo unspecified),.,1,1,1,0.5,-1
60,-0.3,-6,Cc1ccc(C(=O)NN2C(=O)C3C(C2=O)C2C=CC3C23CC3)cc1 (stereo unspecified),4,0,5,5,-1.7,-6
8,-2.2,-10,CCCNc1nc(OC(C(F)(F)F)C(F)(F)F)nc(OC(C(F)(F)F)C(F)(F)F)n1,12,0,-2,5,-0.5,1
-12,-0.2,1,Cc1ccc2c(ccc[n+]2CC(=O)c2ccccc2)c1,9,-8,8,7,0.0,-5
42,-3.2,8,O=C1NC(=S)S/C1=C/c1ccc(Oc2cnccn2)cc1,-8,-3,9,-6,-0.6,-2
22,-2.2,6,CCN1CCN(C(=O)NCc2ccccc2)CC1,.,-12,-10,1,0.5,0
13,-4.6,-4,Cc1csc(N(C)C(=O)CSc2nnc(COc3ccccc3C)o2)n1,-3,0,-4,5,-3.6,-17
-10,-2.0,11,Cc1cc(C(=O)CSc2nnnn2-c2ccc(O)cc2)c(C)n1Cc1ccc2c(c1)OCO2,11,10,1,1,-0.4,-8
-5,-3.0,-7,COc1cc(C(=O)Nc2nc(-c3ccc(C)cc3)cs2)ccc1OCC(=O)N1CCOCC1,32,1,12,-2,-4.7,-22
16,3.1,-5,CNC(=O)CSc1nnc(-c2ccco2)n1-c1ccccc1OC,-8,7,3,5,-1.3,-2
14,-3.6,-4,O=C(NN=C1CCN(Cc2ccccc2)CC1)c1cc(Br)ccc1O,-19,6,-6,5,-5.0,-6
62*,-4.3,4,c1ccc2c(c1)OCC(c1nn3c(Cn4nnc5ccccc54)nnc3s1)O2 (stereo unspecified),32,3,-1,7,1.3,-7
3,-1.4,7,COc1cc(OC)c(OC)cc1/C=N/NC(=O)CC1C(=O)NN=C1C (stereo unspecified),30,-15,-2,1,37*,11
29,-2.3,-16,COC1CCN(C(=O)c2ccc3oc(C(C)C)nc3c2)CC1,3,-4,-1,2,-2.0,5
10,-0.5,-8,COc1ccc(C(=O)COC(=O)CCc2ccccc2)cc1,.,30*,4,9,-0.6,7
-9,-0.5,-9,COc1ccc(-c2[nH]c(-c3ccc(F)cc3)nc2SCC(=O)NC2CCCC2)cc1,22,-2,0,3,-1.8,-13
26,-3.7,-5,O=C(O)CC1S/C(=N/N=C/c2ccc(-c3ccc(Cl)cc3[N+](=O)[O-])o2)NC1=O (stereo unspecified),-12,27,-2,0,-4.8,-10
28,-5.7,6,CN(CC(=O)Nc1ccc2c(c1)OCO2)S(=O)(=O)c1cccs1,9,-1,2,-1,-2.9,-8
45,-3.2,7,CC1=CC(C)(C)N(C(=O)CN2C(=O)CCC2=O)c2ccc(C)cc21,6,4,4,4,-0.5,-13
1,-3.8,4,O=C(C1CCCN(S(=O)(=O)c2ccccc2[N+](=O)[O-])C1)N1CCCC1 (stereo unspecified),22,-6,-2,4,-2.1,-8
-19,-2.4,-1,NC(=O)C1CCN(C(=O)Cn2cccc2C(=O)c2ccccc2)CC1,0,2,-3,4,0.5,0
-1,-2.1,-2,O=C(CN1CC(=O)Nc2ccccc21)NCCc1ccc(Cl)cc1Cl,6,2,2,-3,-2.2,-14
14,-2.3,-6,Cc1ccc(NC(=O)N2CCC(NC(=O)C(C)(C)C)CC2)cc1,3,2,-2,7,-2.7,-16
-2,-2.9,-9,CC(=O)N1CCN=C1SCc1c(F)cccc1Cl,34,-6,-1,5,-1.8,-10
-7,-2.5,-12,O=C1CC(N2CCC(c3nc4ccccc4[nH]3)CC2)C(=O)N1Cc1ccccc1 (stereo unspecified),14,-15,-3,2,-0.2,-11
30,-2.8,-15,O=C(C1=C[C@H](C2CC2)C[C@H](OCc2ccc(CO)cc2)O1)N1CCOCC1,-1,-3,7,3,0.1,-10
3,-2.1,-6,CC(C)N1CCC(N2CCN(Cc3ccc4nonc4c3)CC2CCO)CC1 (stereo unspecified),.,1,1,5,-2.1,-6
3,-3.6,-4,Brc1cc(Br)c2nc(-c3cccs3)ccc2c1,2,-8,6,0,-5.7,-68
-5,-3.1,-4,COC(=O)c1ccc(CNC(=O)CSC2=NCCS2)cc1,21,-2,9,1,-1.5,-3
24,-2.2,-8,N#Cc1c(SCC(=O)Nc2cccc(F)c2)sc2c(O)cc(=O)[nH]c12,-2,12,0,0,-2.7,-10
22,-0.4,-5,COc1cc(OC)cc(C(=O)NC(=S)Nc2ccc(Cl)c(C(=O)O)c2)c1,-1,8,-2,-1,-0.1,-1
24,-2.9,-10,O=[N+]([O-])c1ccccc1N/N=C/c1c[nH]c2ccccc12,-7,-7,-6,6,-1.0,-5
-14,8.8*,-4,c1ccc(-c2nc(NCc3ccco3)c3ccccc3n2)nc1,21,24,0,-2,15*,-18
40,-2.0,7,NCCNC(=O)c1c(NC(=O)c2ccccc2)sc2c1CCCC2,6,9,0,5,-0.4,-13
-7,-3.0,0,Cc1ccc(-n2c(SCC(N)=O)nc3c([nH]c4ccccc43)c2=O)cc1,.,22,1,7,-5.7,-10
21,-3.3,0,COCCNC(=O)Cn1cnc2sc(C)c(S(=O)(=O)N3CCC(C)CC3)c2c1=O,12,-1,-4,-2,-1.0,-11
0,-1.4,-10,CC(C)C(=O)Nc1nnc(S(=O)(=O)N2c3ccccc3CC2C)s1 (stereo unspecified),10,1,0,0,-1.7,4
7,-1.8,-11,O=c1c2c(nc3nc(COc4ccccc4)[nH]n13)CCC2,10,-7,3,2,-0.9,0
8,-1.6,8,CCOC(=O)c1c(C)oc2ccc(NS(=O)(=O)c3cccs3)cc12,4,4,0,0,0.6,-6
18,-1.5,-11,Cc1ccc(C(=O)N2N=C3c4ccccc4S(=O)(=O)N3[C@H]2N(C)C)cc1,9,2,5,2,-2.8,1
16,-4.0,-6,CC(=O)NNc1ncnc2c1cnn2-c1ccc(C)c(Cl)c1,-16,5,6,3,-3.4,9
9,-2.6,-6,Brc1cc2[nH]cnc2c2ccccc12,14,-1,22*,-39,-0.7,-2
46,-3.1,-2,CCOc1ccccc1N(CC(=O)NCCSc1ccccn1)S(=O)(=O)c1ccc(C)cc1,-9,6,3,-1,-0.9,-4
1,0.5,-8,Cc1ccc(OCC(O)CN2CCc3ccccc3C2)c(C)c1 (stereo unspecified),18,6,6,10,-1.2,9
5,-2.1,0,O=C(NC1CCOCC1)C1CCC(=O)N(CCc2cccc(F)c2)C1 (stereo unspecified),6,1,1,0,-2.0,17
44,-0.6,-3,O=C(NCCCc1ccccc1)c1cc(COc2ccc(F)cc2Cl)on1,20,-4,-4,2,-2.6,-3
-20,1.6,12,CCCOc1ccc(C(=O)C(CCC(CNCC)C(=O)c2ccc(OCCC)cc2)CNCC)cc1 (stereo unspecified),39,-4,.,0,-2.4,-3
5,0.1,-2,COc1ccc(NC(=O)N[C@@H](CCSC)C(=O)O)cc1Cl,12,5,3,-4,2.8,-8
-26,-4.0,-3,COc1ccccc1C(=O)Nc1ccc2c(c1)nc1n2CCN(Cc2ccccc2)C1,-12,3,7,-9,-5.7,-1
47,0.1,-14,COc1ccccc1Oc1ccc(N/C=C/C(=O)c2ccc(C)o2)cc1,16,7,12,1,0.6,-11
9,-1.3,-6,CC(C)C(C)NC(=O)COc1ccc(S(=O)(=O)N2CCOCC2)cc1[N+](=O)[O-] (stereo unspecified),45,-1,8,-2,-1.0,-2
32,0.4,-13,CNC(=O)c1csc(-c2ccc(C)cc2)n1,9,-13,-2,2,-1.6,2
1,-3.7,6,CCC(C(=O)NC1CCCCC1)n1c(SCc2ccc(F)cc2)nc2ccncc21 (stereo unspecified),17,-8,3,0,-4.4,3
16,-2.8,-5,CCOC(=O)C1C(c2ccc(C)o2)NC(=O)NC1(O)C(F)(F)F (stereo unspecified),-1,-1,1,-1,-3.3,5
14,-1.9,-7,C=CCN1C(=O)C(C)S/C1=N\S(=O)(=O)c1ccc(Cl)cc1 (stereo unspecified),30,-11,1,5,-3.8,2
-27,-0.4,10,CCOc1ccccc1NC(=O)Cn1nnc(C(=O)NCCc2ccc(OCC)c(OCC)c2)c1N,17,-3,1,2,-0.9,-2
12,-2.8,-18,CS(=O)(=O)N1CCC(C(=O)Nc2ccc(Br)cc2F)CC1,-3,1,1,1,0.0,-5
36,-4.0,-7,COc1cc(C(=O)N/N=C/c2cccc(Oc3ccccc3)c2)ccc1O,9,1,.,1,-3.3,-5

# Printed as active in PHOSPHO1 block (from the list above):
PHOSPHO1 block,IMP-1 inh,GPR7 antagonist,molecule,NALP1 yeast inh,M18AAP inhibitor,IDE inh,IDE cell activ,VIM-2 inh,pCIP destab
62*,-4.3,4,c1ccc2c(c1)OCC(c1nn3c(Cn4nnc5ccccc54)nnc3s1)O2 (stereo unspecified),32,3,-1,7,1.3,-7

# Later entries
PHOSPHO1 block,IMP-1 inh,GPR7 antagonist,molecule,NALP1 yeast inh,M18AAP inhibitor,IDE inh,IDE cell activ,VIM-2 inh,pCIP destab
18,-0.6,-12,CC1=NOC(=O)/C1=C\c1ccccc1,.,7,6,4,-1.6,-6
-22,-3.6,-5,CCCOc1cc(C)c(S(=O)(=O)n2ccc(C)n2)cc1C,0,1,-2,-7,-0.5,-8
-6,-1.1,11,CC(C)(C)NC(=O)c1cccc2c1OC(C)(C)C2,30,1,1,-1,0.8,-14
9,-0.4,1,C=CCNC(=O)c1ccc(C(=O)c2ccccc2)cc1,14,5,3,-1,-0.7,11
2,-3.4,-12,CC(NC(=O)c1ccccc1F)c1ccccc1 (stereo unspecified),0,-8,-3,2,-2.9,1
56,-3.5,0,CCCc1cc(N2CCOCC2)n2nc(C)c(-c3ccccc3)c2n1,13,3,3,5,-2.4,-5
9,-1.9,4,Cc1nc(C(C)NC(=O)CCc2nnc(Cc3c[nH]c4ccccc34)o2)cs1 (stereo unspecified),10,0,0,5,-4.7,3
27,-2.2,4,Cc1ccc(S(=O)(=O)/N=S(/C)c2ccccc2)cc1 (stereo unspecified),19,-12,1,3,-0.8,-2
19,-3.5,-4,COc1ccc2c(C)c(CCC(=O)NCCCN3CCCC3=O)c(=O)oc2c1C,8,-4,-7,5,-5.2,-8
-6,-2.3,-12,O=C(Nc1nc(-c2ccc(Cl)cc2Cl)cs1)C1CCCO1 (stereo unspecified),18,-9,4,8,-0.2,8
2,-2.2,3,Cc1nnc(NC(=O)C2CCCN(S(=O)(=O)Cc3ccccc3)C2)s1 (stereo unspecified),-11,1,2,5,-2.4,0

# In a second layout: two of the compounds above.
SMILES,PHOSPHO1 block,IMP-1 inh,GPR7 antagonist,NALP1 yeast inh,M18AAP inhibitor,IDE inh,IDE cell activ,VIM-2 inh,pCIP destab
CC(NC(=O)c1ccccc1F)c1ccccc1 (stereo unspecified),2,-3.4,-12,0,-8,-3,2,-2.9,1
C=CCNC(=O)c1ccc(C(=O)c2ccccc2)cc1,9,-0.4,1,14,5,3,-1,-0.7,11
